High-throughput results as filed in PubChem BioAssay.
HepG2 tox – qHTS for Inhibitors of TGF-b: Cytotox Counterscreen; HepG2 CAGA-GFP viability, ATP luminescence, 18 h; Potency, µM (highest dose often 46.1 µM), inactives show at the highest dose activity change, negative = cytotoxicity, most hits filed as cytotoxic; hit rate 0.76% among 410,000; AID 588856, 2011; also: potency is read from the fitted curve at half-maximal effect; some results filed as inactive show a strong effect at the top dose
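CellTiter-Glo luminescence gave cytotoxicity after 18 hours at 37 degrees C. The cells were HepG2 CAGA-GFP in 1% FBS DMEM, stimulated with 500 pg/mL TGF-beta after compound addition. %Activity was normalised to no-cell wells (complete cell-killing) and DMSO (no toxicity), and curves were fitted and classified.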
SW480 rereplic – A quantitative high throughput screen for small molecules that induce DNA re-replication in SW480 colon adenocarcinoma cells; hit rate 1.8% among 340,000; AID 624297, 2012; SW480 DNA re-replication, Hoechst DNA content imaging, 48 h; Potency, µM (highest dose often 46.1 µM), inactives show at the top dose re-replication activation, actives largely listed as activators; also: potency is read from the fitted curve at half-maximal effect; % of control where 0% means no effect; nearly all actives have a fitted effect of over 55% in size
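Readout is total intensity of Hoechst-stained nuclei, excited at 405 nm and collected at 500-530 nm. Compound treatment lasted 48 hr at 37 C in 5% CO2 before staining.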
ATXN2 expr inh – Primary qHTS for Inhibitors of ATXN expression; Potency, µM (doses to about 57 µM), without a hit: at the highest dose activity change, negative = inhibition, hits mostly inhibitors; HEK-293 ATXN2-luciferase reporter, luminescence, 24 h; hit rate 0.72% among 360,000; AID 1745845, 2022; also: potency is read from the fitted curve at half-maximal effect; % is scaled to controls: 0 for no effect and ±100 for the full control effect; nearly all actives have a fitted effect of over 55% in size
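qHTS (up to 57 uM final) was run with 24 h compound exposure of reporter cells at 37 °C. Each well was multiplexed: SteadyGlo luminescence measured ATXN2-luciferase expression after a fluorogenic Gly-Phe-AFC viability readout (25 uM final).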
KB-3-1 tox – qHTS assay for MDR1-selective chemotherapeutics: Primary screen using the parental adenocarcinoma cell KB-3-1. hit rate 1.4% among 400,000. KB-3-1 viability, CellTiter-Glo ATP luminescence, 72 h. AID 1347075, 2019. Potency, µM (series often up to 46.1 µM), for inactives: top-dose activity change, negative = cytotoxic, hits mostly cytotoxic; also: potency is read from the fitted curve at half-maximal effect; % is scaled to controls: 0 for no effect and ±100 for the full control effect; nearly all actives have a fitted effect of over 60% in size
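Multi-concentration cytotoxicity screen in KB-3-1 cells grown in DMEM lacking phenol red with 10% FBS. After 72 h at 37 °C with compound, ATP-dependent luminescence was recorded.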
S2 tox – Viability Counterscreen for Primary qHTS for Inhibitors of ATXN expression; S2 cells (HEK-293 line with an ATXN2-luciferase reporter) viability, CellTiter-Fluor protease fluorescence, 24 h; Potency, µM (doses to about 56.7 µM), hits mostly cytotoxic; hit rate 0.49% among 400,000; also: potency is read from the fitted curve at half-maximal effect; nearly all actives have a fitted effect of over 40% in size
IL1B secr inh – qHTS for Inhibitors of Inflammasome Signaling: IL-1-beta AlphaLISA Primary Screen. THP-1 LPS/ATP IL-1B secretion, AlphaLISA, 16 h; stronger effect = lower value. activity change, % at 57.5 µM. hit rate 4.7% among 360,000. AID 743279, 2014; in the data active = activity change below about -50%; inconclusive = mostly about -30% to -49%; also: % is scaled to controls: 0 for no effect and ±100 for the full control effect
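Secreted IL-1B measured by AlphaLISA bead assay after 16 h compound exposure of THP-1 cells; compounds (final up to 57.5 uM) added 1 h before LPS (250 ng/mL) and ATP (1.25 mM) stimulation; lower signal means less secretion.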
HT1080-NT tox – qHTS for induction of synthetic lethality in tumor cells producing 2HG: qHTS for the HT-1080-NT fibrosarcoma cell line; HT-1080-NT fibrosarcoma viability, CellTiter-Glo ATP luminescence, 48 h; Potency, µM (top dose mostly 46.1 µM), for the others: top-dose activity, negative = less viability, actives largely listed as cytotoxic; hit rate 1.6% among 360,000; AID 686970, 2013;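 also: NT is the 2HG producing partner of a matched IDH1 knockdown line; potency is read from the fitted curve at half-maximal effect; 0% = DMSO-treated cells and -100% = media-only wells without cells; nearly all actives have a fitted effect of over 55% in size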
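Viability by CellTiter-Glo luminescence after 48 h compound exposure at 37C of HT-1080-NT cells (750/well, RPMI, 5% FBS). % activity scaled between DMSO wells and medium-only wells, then curve-fitted and categorized by curve class.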
HT1080 IDH1KD tx – qHTS for induction of synthetic lethality in tumor cells producing 2HG: qHTS for the HT-1080-IDH1KD cell line; HT-1080 IDH1 knockdown viability, ATP luminescence, 48 h; Potency, µM (top dose mostly 46.1 µM), without a hit: top-dose activity, negative = toxicity, most hits filed as cytotoxic; hit rate 2% among 360,000;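 also: potency is read from the fitted curve at half-maximal effect; 0% = DMSO wells and -100% = cell-free medium wells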
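Knockdown cells (IDH1KD HT-1080) received compounds 2 h after plating at 750 cells/well and were kept 48 h at 37 °C in 5% FBS RPMI. A CellTiter-Glo luminescence read gave % activity for curve fitting.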
MCF10A rereplic – A quantitative high throughput screen for small molecules that induce DNA re-replication in MCF 10a normal breast cells; MCF 10A DNA re-replication, Hoechst nuclear intensity, 48 h; Potency, µM (titrated, usually from 46.1 µM), for inactives: top-dose activity, positive = re-replication, hits mostly activators; hit rate 2.9% among 350,000; also: potency is read from the fitted curve at half-maximal effect; % of control where 0% means no effect; nearly all actives have a fitted effect of over 50% in size
Numbers without * were called inactive; [ ] = remark or other dose. Unless noted, calls follow the shape of the dose curve; as a rule, active = well fitted curve in the direction sought with a large enough effect; inconclusive = small, poorly fitted or top-dose-only effect, or another doubt; inactive = no such curve, though single readings can be large; an effect the other way counts as inactive or inconclusive.

For COc1ccc(OC)c(NC(=O)CN(C)S(=O)(=O)c2ccc(Cl)cc2)c1 the results were HepG2 tox -16%, SW480 rereplic -565%[1.84 µM], ATXN2 expr inh -24%, KB-3-1 tox -3%, S2 tox inconclusive, IL1B secr inh 10, HT1080-NT tox 12%, HT1080 IDH1KD tx 9% and MCF10A rereplic 14%.
Cc1ccc(OCc2nc(-c3ccc(C(=O)N4CCN(c5ccccc5F)CC4)cc3)oc2C)cc1 was read as HepG2 tox -19%, ATXN2 expr inh 1%, KB-3-1 tox -1% and S2 tox inactive.
`COc1ccc(C(=O)N2CCC(CCC(=O)Nc3cccc(C)c3)CC2)cc1` gave HepG2 tox -29%, SW480 rereplic -1%, ATXN2 expr inh 3%, S2 tox inactive, IL1B secr inh -15, HT1080-NT tox -9%, HT1080 IDH1KD tx 0% and MCF10A rereplic 2%.
Screening CCOCCCn1c(SC(C)C(=O)NCC2CCCO2)nc2sc(C)c(C)c2c1=O (stereo not given) returned HepG2 tox -3%, SW480 rereplic -17%, ATXN2 expr inh -6%, KB-3-1 tox 10%, S2 tox inactive, IL1B secr inh -27, HT1080-NT tox 0%, HT1080 IDH1KD tx -2% and MCF10A rereplic -3%.
For COc1ccc(OC)c(NC(=O)Cc2coc3ccc(C)cc23)c1 the results were HepG2 tox 3%, SW480 rereplic -3%, ATXN2 expr inh -8%, KB-3-1 tox -3%, S2 tox inactive, IL1B secr inh 0, HT1080-NT tox 10%, HT1080 IDH1KD tx -6% and MCF10A rereplic 5%.
COc1cc(OC)cc(-c2c(-c3ccc(C(C)=O)cc3)c3cc(-c4cccc5[nH]ccc45)ccc3n2C)c1 was read as HepG2 tox -7%, SW480 rereplic 9%, ATXN2 expr inh 0%, KB-3-1 tox -23%, S2 tox inactive, IL1B secr inh -9, HT1080-NT tox -2%, HT1080 IDH1KD tx -5% and MCF10A rereplic 17%.
Screening CSc1nc2c([nH]1)c(=S)n(C)c(=O)n2C returned HepG2 tox -37%, SW480 rereplic 6%, ATXN2 expr inh -14%, KB-3-1 tox -2%, S2 tox inactive, IL1B secr inh -20, HT1080-NT tox 2%, HT1080 IDH1KD tx -3% and MCF10A rereplic 0%.
`NC(=O)C1(N2CCCCC2)CCN(C(=S)NC2CCCC2)CC1` gave HepG2 tox -1%, SW480 rereplic -11%, ATXN2 expr inh 3%, KB-3-1 tox -2%, S2 tox inactive, IL1B secr inh 30, HT1080-NT tox 8%, HT1080 IDH1KD tx 15% and MCF10A rereplic -11%.
Screening COc1ccc(Cl)cc1NS(=O)(=O)c1cccc(C(=O)N2CC(C)OC(C)C2)c1 (stereo not given) returned HepG2 tox -2%, SW480 rereplic -4%, ATXN2 expr inh -15%, KB-3-1 tox 3%, S2 tox inactive, IL1B secr inh -9, HT1080-NT tox 8%, HT1080 IDH1KD tx 11% and MCF10A rereplic 2%.
`O=C(c1ccccc1)c1cnc2ccc(Cl)cc2c1N1CCOCC1` gave HepG2 tox -10%, SW480 rereplic -2%, ATXN2 expr inh -6%, KB-3-1 tox 8%, S2 tox inactive, IL1B secr inh 11, HT1080-NT tox -1%, HT1080 IDH1KD tx 4% and MCF10A rereplic -3%.
`CNC(=O)NC(=O)CN1C(=O)NC2(CCOc3ccccc32)C1=O` (stereo not given) gave HepG2 tox -2%, SW480 rereplic 0%, ATXN2 expr inh 12%, KB-3-1 tox inconclusive, S2 tox inactive, IL1B secr inh 10, HT1080-NT tox -1%, HT1080 IDH1KD tx 6% and MCF10A rereplic -10%.
COCC1OS(=O)(=O)NC(CC(=O)SC(C)(C)C)C1C (stereo not given) was read as HepG2 tox -4%, SW480 rereplic -9%, ATXN2 expr inh -6%, KB-3-1 tox -17%, S2 tox inactive, IL1B secr inh -9, HT1080-NT tox 8%, HT1080 IDH1KD tx -1% and MCF10A rereplic 6%.
`Cc1cc(C)cc(NC(=O)CCn2cnc3cc(C)c(C)cc32)c1` gave HepG2 tox -2%, SW480 rereplic -3%, ATXN2 expr inh 0%, KB-3-1 tox 19%, S2 tox inactive, IL1B secr inh inconclusive, HT1080-NT tox -28%, HT1080 IDH1KD tx -7% and MCF10A rereplic 13%.
For CN(C)CCCN(CCCNC(=O)/C=N/O)Cc1ccccc1 the results were HepG2 tox 1%, SW480 rereplic 1%, ATXN2 expr inh 2%, KB-3-1 tox 4%, S2 tox inactive, IL1B secr inh 20, HT1080-NT tox 10%, HT1080 IDH1KD tx 15% and MCF10A rereplic -3%.
Screening CCn1ncc(Br)c1C(=O)Nc1ccc(OC(F)(F)F)cc1 returned HepG2 tox -24%, SW480 rereplic -8%, KB-3-1 tox -27%, S2 tox inactive, IL1B secr inh 1, HT1080-NT tox 5%, HT1080 IDH1KD tx 15% and MCF10A rereplic -11%.
`C=CCC[C@@H](Cc1ccc(F)cc1)C(=O)O[C@H](CNC(=O)[C@H](CC=C)CC(=O)N(CCO)Cc1ccccc1)c1ccccc1` gave HepG2 tox -13%, SW480 rereplic inconclusive, ATXN2 expr inh inconclusive, KB-3-1 tox inconclusive, S2 tox 25µM*, IL1B secr inh -59*, HT1080-NT tox inconclusive, HT1080 IDH1KD tx inconclusive and MCF10A rereplic inconclusive.
`CC(=O)N1CCc2cc(S(=O)(=O)CCC(=O)NCc3ccco3)ccc21` gave HepG2 tox 0%, SW480 rereplic -9%, ATXN2 expr inh -3%, KB-3-1 tox 1%, S2 tox inactive, IL1B secr inh -5, HT1080-NT tox 2%, HT1080 IDH1KD tx 3% and MCF10A rereplic 9%.
Screening COc1ccc(NC(=O)c2ccco2)cc1NC(=O)COc1ccc(C)cc1C returned HepG2 tox -30%, ATXN2 expr inh inconclusive, KB-3-1 tox 0% and S2 tox inactive.
Screening CCOc1ccc(CC(=O)Nc2c(C(=O)c3ccc(Cl)cc3)oc3ccccc23)cc1OCC returned HepG2 tox 0%, ATXN2 expr inh -13%, KB-3-1 tox -1% and S2 tox inactive.
For COc1cccc(NC(=O)Nc2ccc3nc(N4CCN(C)CC4)cc(C)c3c2)c1 the results were HepG2 tox -95%, ATXN2 expr inh -34%, KB-3-1 tox -26% and S2 tox inconclusive.

Overlap with the part before: 2 entries; new compounds follow.
Screening CCOc1ccc(CC(=O)Nc2c(C(=O)c3ccc(Cl)cc3)oc3ccccc23)cc1OCC returned HepG2 tox 0%, ATXN2 expr inh -13%, KB-3-1 tox -1% and S2 tox inactive.
For COc1cccc(NC(=O)Nc2ccc3nc(N4CCN(C)CC4)cc(C)c3c2)c1 the results were HepG2 tox -95%, ATXN2 expr inh -34%, KB-3-1 tox -26% and S2 tox inconclusive.
For CCN(C(=O)COC(=O)C1CCC(C(C)(C)C)CC1)c1c(N)n(Cc2ccccc2)c(=O)[nH]c1=O (stereo not given) the results were HepG2 tox -9%, SW480 rereplic -24%, ATXN2 expr inh inconclusive, KB-3-1 tox inconclusive, IL1B secr inh -2, HT1080-NT tox -4%, HT1080 IDH1KD tx -1% and MCF10A rereplic 4%.
`CCOC(=O)c1c(-c2ccccc2)csc1/N=C/C1C(=O)CCCC1=O` gave HepG2 tox -43%, SW480 rereplic inconclusive, ATXN2 expr inh -10%, KB-3-1 tox 0%, S2 tox inactive, IL1B secr inh 10, HT1080-NT tox -1%, HT1080 IDH1KD tx 4% and MCF10A rereplic inconclusive.
For CN(C)C(=O)c1cccn1-c1ncc(C(F)(F)F)cc1Cl the results were HepG2 tox -1%, SW480 rereplic -10%, ATXN2 expr inh -16%, KB-3-1 tox -2%, S2 tox inactive, IL1B secr inh 35, HT1080-NT tox 7%, HT1080 IDH1KD tx 12% and MCF10A rereplic -10%.
Screening CN(c1ccccc1C(=O)Nc1ccc(F)c(Cl)c1)S(C)(=O)=O returned HepG2 tox 6%, SW480 rereplic -5%, ATXN2 expr inh 17%, KB-3-1 tox 11%, S2 tox inactive, IL1B secr inh -1, HT1080-NT tox 20%, HT1080 IDH1KD tx 4% and MCF10A rereplic -2%.
Screening CC1CN(CCCCOc2ccc(F)cc2)CC(C)O1 (stereo not given) returned HepG2 tox 4%, SW480 rereplic -2%, KB-3-1 tox 0%, S2 tox inactive, IL1B secr inh 18, HT1080-NT tox 4%, HT1080 IDH1KD tx 6% and MCF10A rereplic -7%.
Screening COc1cc(OC)c(OC)cc1/C=N/n1c(C)nnc1C returned HepG2 tox -7%, SW480 rereplic 1%[9.22 µM], ATXN2 expr inh 13%, KB-3-1 tox 0%, S2 tox inactive, IL1B secr inh 0, HT1080-NT tox -18%, HT1080 IDH1KD tx -2% and MCF10A rereplic 19%.

Filtered by structure, the compounds so far with an aryl thioether with sulfur outside any ring.
Screening CCOCCCn1c(SC(C)C(=O)NCC2CCCO2)nc2sc(C)c(C)c2c1=O (stereo not given) returned HepG2 tox -3%, SW480 rereplic -17%, ATXN2 expr inh -6%, KB-3-1 tox 10%, S2 tox inactive, IL1B secr inh -27, HT1080-NT tox 0%, HT1080 IDH1KD tx -2% and MCF10A rereplic -3%.
Screening CSc1nc2c([nH]1)c(=S)n(C)c(=O)n2C returned HepG2 tox -37%, SW480 rereplic 6%, ATXN2 expr inh -14%, KB-3-1 tox -2%, S2 tox inactive, IL1B secr inh -20, HT1080-NT tox 2%, HT1080 IDH1KD tx -3% and MCF10A rereplic 0%.
